Screening results from PubChem.
PhoP GFP inhibition: PhoP regulon inhibitors, Salmonella typhi PhoP promoter GFP reporter, confirmatory (AID 1850); one-dose inhibition, % at 50 µM; IC50 in µM for titrated hits; Salmonella Typhi PhoP-promoter GFP reporter, fluorescence, 4 h; higher % means a stronger effect; 0.33% of 310,000 active; in the data active means a potency from the dose series; inconclusive means inhibition mostly from about 25% at the one dose, without a potency; inactive means the rest, 99 in 100 with inhibition below about 19%;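 further: 0% = induced wells with vehicle and 100% = uninduced wells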
H37Rv inhibition: M. tuberculosis growth inhibition, HTS (AID 449762); 0.59% of 330,000 active; M. tuberculosis H37Rv growth inhibition, 7H9 media; higher % means a stronger effect; inhibition, % at 25 µM; hits with a dose series show IC50 in µM; in the data active means a potency from the dose series; inconclusive means inhibition above about 70% without an active follow-up result;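 further: bacterial growth assessed after seven days of incubation; strong numbers were not always called active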
tuberculosis growth: growth inhibition of non-replicating M. tuberculosis (AID 488890); Mycobacterium tuberculosis non-replicating, growth inhibition; higher % means a stronger effect; 0.39% of 320,000 active; inhibition, % at 25 µM, or IC50 in µM where a hit was titrated; in the data active means a potency from the dose series; inconclusive means inhibition mostly from about 82% at the one dose, without a potency; inactive means the rest, 99 in 100 with inhibition below about 76%;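 further: plate controls were DMSO cells for no effect and high antibiotic wells for full effect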
VEEV TC-83 Vero: inhibitors of VEEV TC-83 cytopathic effect, confirmation, Vero cells (AID 588727); Vero cells, VEEV TC-83 cytopathic effect inhibition; higher % means a stronger effect; inhibition, % at 20 µM, or IC50 in µM where a hit was titrated; 0.13% of 350,000 active; in the data active means a potency from the dose series; inconclusive means inhibition mostly from about 14% at the one dose, without a potency; inactive means the rest, 99 in 100 with inhibition below about 12%; further: strong numbers were not always called active
H1N1 NS1A inhibition: H1N1 influenza NS1A inhibitors, functional cell based assay (AID 504329); NS1A functional cell-based assay, percent inhibition; higher % means a stronger effect; one-dose inhibition, % at 12.5 µM; IC50 in µM for titrated hits; 0.3% of 340,000 active; in the data active means a potency from the dose series; inconclusive means inhibition above about 27% without an active follow-up result; further: strong numbers were not always called active
VEEV TC-83 Vero 10K pilot screen: second read-out of VEEV TC-83 Vero, no call of its own (marks repeat the call); inhibition, %; measured here: 10K pilot screen inhibition
Numbers without * were called inactive; i = inactive; ? = inconclusive; . = no result given. Compounds as they come, and some 1.4% of all compounds hit somewhere here.

Sample of the layout, 6 compounds:
SMILES	PhoP GFP inhibition	H37Rv inhibition	tuberculosis growth	VEEV TC-83 Vero	H1N1 NS1A inhibition	others
Fc1ccc(C2CC(c3ccccc3)Nc3ncnn32)cc1 (stereo not given)	-5%	-10%	32%	0.6%	5%
CCC1(c2ccccc2)NC(=O)N(CC(=O)N(C)CC(=O)Nc2cccc(OC)c2)C1=O (stereo not given)	-2%	-5%	-16%	1.5%	-1%
CCOc1cccc(=NC2CCCCC2)c2c(C)[nH]c(C)c12	10%	62%	?	1.0%	69µM*
CC(=O)OCC#CCSc1nc2ccccc2n1C	-8%	7%	-8%	1.9%	-2%
Cc1cc(C)cc(C(=O)Nc2nc3ccccc3[nH]2)c1	5%	?	?	5.2%	1%
COC(=O)c1cn(Cc2cccnc2)c(=O)c2ccccc12	-10%	-4%	-1%	0.7%	-6%

Main list, from the start:
SMILES	PhoP GFP inhibition	H37Rv inhibition	tuberculosis growth	VEEV TC-83 Vero	H1N1 NS1A inhibition	others
Fc1ccc(C2CC(c3ccccc3)Nc3ncnn32)cc1 (stereo not given)	-5%	-10%	32%	0.6%	5%
CCC1(c2ccccc2)NC(=O)N(CC(=O)N(C)CC(=O)Nc2cccc(OC)c2)C1=O (stereo not given)	-2%	-5%	-16%	1.5%	-1%
CCOc1cccc(=NC2CCCCC2)c2c(C)[nH]c(C)c12	10%	62%	?	1.0%	69µM*
CC(=O)OCC#CCSc1nc2ccccc2n1C	-8%	7%	-8%	1.9%	-2%
Cc1cc(C)cc(C(=O)Nc2nc3ccccc3[nH]2)c1	5%	?	?	5.2%	1%
COC(=O)c1cn(Cc2cccnc2)c(=O)c2ccccc12	-10%	-4%	-1%	0.7%	-6%
CCC(C)Sc1ccc([C@H]2N[C@@](Cc3ccccc3)(C(=O)OC)[C@H]3C(=O)N(C)C(=O)[C@@H]23)cc1 (stereo not given in full)	-4%	-1%	-7%	0.9%	0%
CCCCSCCCNC(=O)c1ccc(CS(=O)(=O)c2ccccc2OC)o1	-12%	1%	9%	0.2%	-4%
Cc1ccc(OCc2cc(C(=O)N(C)CC3CCOCC3)no2)cc1C	-2%	4%	70%	4.7%	-13%
CCOc1ccc(Cc2nn[nH]n2)cc1	3%	-2%	2%	0.5%	-4%
Cc1ccc(Nc2nnc(SCC(=O)Nc3cc(C(=O)O)ccc3C)s2)c(C)c1	9%	5%	2%	i	10%
Cc1csc2ncnc(N3CCN(S(=O)(=O)c4cccc(C(F)(F)F)c4)CC3)c12	-3%	1%	12%	6.0%	-5%
CC1C(=O)C(C)C(c2cc(Br)ccc2O)NC1c1cc(Br)ccc1O (stereo not given)	.	.	.	1.9%	-1%
Cc1ccccc1OCCN1C(=O)NC2(CCc3ccccc32)C1=O (stereo not given)	-8%	-2%	15%	3.1%	-4%
Cc1ccc(C(=O)CN2C(=O)NC3(CCc4ccccc43)C2=O)c(C)c1 (stereo not given)	1%	0%	-6%	2.1%	-11%
CCOc1cccc2sc(N3CCN(C(=O)c4ccc5ncsc5c4)CC3)nc12	-5%	14%	10%	9.9%	11%
CCN(CC)c1ccc(NC(=O)C2CC(=O)N(Cc3ccccc3)C2)cc1 (stereo not given)	4%	-3%	21%	i	3%
O=C(Nc1ccccc1N1CCOCC1)c1cccnc1Cl	9%	3%	6%	0.4%	-6%
COc1cc2c(cc1OC)C(C(=O)Nc1ccc3c(c1)OCCO3)C1c3ccccc3CCN1C2=O (stereo not given)	3%	-4%	14%	7.3%	-4%
O=C(CSc1nccn1-c1ccc(F)cc1)Nc1ccc2c(c1)OCO2	12%	-3%	26%	2.5%	-8%
CC(=O)c1c(C)[nH]c(C(=O)OCc2ccc(F)cc2Cl)c1C	16%	4%	7%	1.4%	10%
O=C(CN1CC(=O)Oc2ccccc21)OCC(=O)c1cccc(Br)c1	0%	3%	65%	1.9%	?
CC(C(=O)NC(=O)NC1CCCCC1)N1CCN(c2ccc(O)cc2)CC1 (stereo not given)	.	-21%	51%	0.2%	13%
CC(=O)NC(CCS(C)(=O)=O)C(=O)Nc1c(C)cccc1C (stereo not given)	5%	-8%	-15%	0.8%	1%
CCC(=O)OC1(c2ccccc2)CCN(C)CC1C (stereo not given)	-2%	1%	0%	1.4%	.

Next part:
SMILES	PhoP GFP inhibition	H37Rv inhibition	tuberculosis growth	VEEV TC-83 Vero	H1N1 NS1A inhibition	others
O=C(Oc1ccc2c(c1)CCC2)N1CCOCC1	-7%	1%	70%	2.2%	4%
NS(=O)(=O)c1ccc(CCNC(=O)c2cc(-c3ccccn3)nc3ccc(Br)cc23)cc1	4%	6%	23%	12%	2%
CCC1=C(c2ccc(OC)cc2)CCC(C(=O)O)C1C (stereo not given)	.	.	.	i	7%
CN(C)c1ccc([C@@H]2[C@@H]([N+](=O)[O-])[C@H]3C=Cc4ccccc4N3[C@H]2C(=O)c2ccc(Cl)cc2)cc1	9%	19%	76%	i	26µM*
Cc1ccc(-c2[nH]c3ccccc3c2C(C[N+](=O)[O-])c2ccco2)cc1 (stereo not given)	-22%	2%	10%	5.3%	-10%
CCCCn1c(N)c(N(CC(C)C)C(=O)c2ccncc2)c(=O)[nH]c1=O	-3%	-9%	-4%	2.3%	-2%
COc1cc(C(C(=O)NC2CCCC2)N(Cc2ccccc2)C(=O)c2snc(C(N)=O)c2N)ccc1O (stereo not given)	-6%	4%	4%	2.9%	5%
COc1ccccc1CNC(=O)COC(=O)c1ccccc1SCC(=O)N1CCCC1	7%	2%	4%	5.7%	-3%
O=C(CC1Oc2ccccc2NC1=O)NCCCN1CCCC1=O (stereo not given)	3%	5%	1%	0.5%	-3%
Cc1ccccc1NC1=C(Cl)C(=O)OC1OC(C)C (stereo not given)	-15%	14%	13%	5.5%	12%
CCCn1nnnc1NC(=O)c1ccc(C)cc1Cl	-6%	7.9µM*	?	1.0%	-2%
CC12CCC(C(=O)Nc3cccnc3)(CC1=O)C2(C)C (stereo not given)	-1%	-6%	7%	0.4%	-4%
CCOC(=O)Cn1cc(C(=O)C(C)(C)C)c2ccccc21	14%	7%	75%	i	-6%
COc1ccc(NC(=O)CSc2nncn2C)cc1OC	-28%	6%	2%	1.2%	-10%
CCCCCn1c2nc3ccccc3nc2c2c(=O)n(CC(C)C)cnc21	0%	-6%	-9%	i	-1%
O=C(Cc1ccc(S(=O)(=O)N2CCOCC2)s1)NC1CCCCC1	.	0%	-4%	0.7%	-5%
CC1(NC(=O)c2ccccc2)CCN(CCCc2ccccc2)C1=O (stereo not given)	.	-6%	-23%	i	-11%
CNC(=O)ON(C(=O)NC)C1N(C)C(=S)SC1(C)C (stereo not given)	4%	0%	5%	i	2%
CC1CCc2sc(C(=O)NCC(C)(C)N3CCOCC3)cc2C1 (stereo not given)	3%	0%	11%	5.1%	-2%
CCC(O)(c1ccc(OC)cc1)C(CN1CCOCC1)c1ccccc1 (stereo not given)	3%	5%	15%	0.2%	-15%
O=C(NN=C1CCCC1)c1cccc(Br)c1	-1%	8%	23%	0.8%	-9%
CC(C)(C)c1ccc(OCC(=O)N/N=C/c2ccsc2)cc1	7%	-1%	56%	2.4%	-6%
CC(C)c1ccc(N(CC(=O)NC(C)(C)C)C(=O)CCC(=O)Nc2nccs2)cc1	2%	9%	-9%	1.4%	-8%
CC(=O)c1cccc(NC(=O)CSCc2ccccc2)c1	13%	0%	63%	2.6%	-3%
Cc1nn(C)c(C(=O)N/N=C/c2cc3c(cc2Br)OCO3)c1Br	5%	0%	35%	0.9%	-4%

Pulled by structure from the entries so far (two):
SMILES	PhoP GFP inhibition	H37Rv inhibition	tuberculosis growth	VEEV TC-83 Vero	H1N1 NS1A inhibition	others
CC1(NC(=O)c2ccccc2)CCN(CCCc2ccccc2)C1=O (stereo not given)	.	-6%	-23%	i	-11%
Cc1ccccc1NC1=C(Cl)C(=O)OC1OC(C)C (stereo not given)	-15%	14%	13%	5.5%	12%

The main list resumes with the 2 entries that preceded the break.
SMILES	PhoP GFP inhibition	H37Rv inhibition	tuberculosis growth	VEEV TC-83 Vero	H1N1 NS1A inhibition	others
CC(=O)c1cccc(NC(=O)CSCc2ccccc2)c1	13%	0%	63%	2.6%	-3%
Cc1nn(C)c(C(=O)N/N=C/c2cc3c(cc2Br)OCO3)c1Br	5%	0%	35%	0.9%	-4%
O=C(Nc1cccc(Cl)c1)OCCN1CCN(Cc2ccccc2)CCC1=O	-10%	-4%	14%	0.3%	-20%
COc1ccc(OC)c(/C=C/C(=O)OCC(=O)N2CCCCC2)c1	.	7%	11%	1.3%	-19%
CC(C)NC(=O)Nc1cccc2c1O[C@H](CN(C)S(=O)(=O)c1cccs1)[C@@H](C)CN([C@H](C)CO)C2=O	.	-1%	7%	0.2%	-12%
CC1CCN(C(=O)COC(=O)Cc2c[nH]c3ccccc23)CC1	10%	-7%	34%	4.9%	-3%
Cc1ccc(C2N(c3cc(C)on3)C(=O)C3CCCN32)cc1 (stereo not given)	-2%	8%	12%	6.4%	-3%
C=CCNC(=O)c1ccccc1NC(=O)c1ccccc1N(C)S(C)(=O)=O	6%	-8%	-12%	1.1%	-20%
COc1ccc(NC(=O)CN2CCC(NC(=O)C3CCCCC3)CC2)cc1	8%	-9%	-1%	i	-12%
COc1ccc(OC)c(NC(=O)c2cccnc2Sc2cc(C)ccc2C)c1	-5%	8%	20%	5.8%	3%
CC(=O)c1cccc(NC(=O)Nc2nc(C)cc(C)n2)c1	-4%	-1%	-2%	3.2%	0%
COc1cccc(-c2sc3ccc(OC)cc3c2C#CCC(C)O)c1 (stereo not given)	.	?	2%	5.9%	-20%	VEEV TC-83 Vero 10K pilot screen=7.1
Cc1ccc(S(=O)(=O)NN2C(=O)c3ccccc3NC2c2ccccn2)cc1 (stereo not given)	5%	5%	-2%	0.9%	-1%
Cc1cccc(-n2c(Cc3cc(=O)[nH]c(=O)[nH]3)nnc2SCC(=O)NCC2CCCO2)c1 (stereo not given)	4%	-2%	-1%	0.9%	3%
CSc1cccc(NC(=O)CN(c2cc(C)ccc2C)S(C)(=O)=O)c1	-12%	2%	19%	5.0%	5%
CSc1ccc(CN2CCCC(CNC(=O)c3ccc(F)cc3)C2)cc1 (stereo not given)	-11%	-13%	17%	i	-6%
CC(=O)n1cc([C@H]2C=C(C(N)=O)O[C@@H](OCc3ccc(CO)cc3)C2)c2ccccc21	2%	11%	18%	8.4%	-3%
Cc1ccc(S(=O)(=O)NC(=O)c2cccc(C)c2)cc1	-6%	-7%	10%	1.1%	-6%
COc1ccc(NC(=O)c2cccc([N+](=O)[O-])c2)cc1	-6%	7%	22%	0.5%	-9%
COc1ccc(/C=C\C(=O)Oc2cccc(/C=N/NC(=O)Cc3ccc(OC)c(OC)c3)c2)cc1	-19%	-15%	4%	i	-1%
NC(=O)NC(=O)CSc1nc2cc([N+](=O)[O-])ccc2n1-c1cccc(C(F)(F)F)c1	4%	6%	4%	i	-7%
N#CC(C#N)=C1C=CC=CN1/C(=C\c1ccco1)C(=O)c1ccc(-c2ccccc2)cc1	-2%	-4%	?	?	-4%
Cc1ccc(OCCC(=O)OCC(=O)NC(=O)NC2CCCCC2)cc1	-10%	2%	48%	1.9%	12%
CC(=O)N(CCC(c1ccco1)C(C)C)Cc1ccc(OC(C)C)cc1 (stereo not given)	1%	4%	10%	0.6%	-23%
COc1ccc2c(C)cc(Sc3nnnn3-c3ccccc3)nc2c1	-9%	8%	40%	9.8%	-17%
Cc1ccc(NC(=O)CSc2nnc(-c3cccnc3)s2)cc1	-12%	-7%	79%	i	-1%
COCCN(C(=O)COC(=O)c1ccccc1NCc1ccco1)c1c(N)n(Cc2ccccc2)c(=O)[nH]c1=O	6%	-5%	20%	11%	-3%

(further entries)
SMILES	PhoP GFP inhibition	H37Rv inhibition	tuberculosis growth	VEEV TC-83 Vero	H1N1 NS1A inhibition	others
Cc1ccc(NC(=O)N2CCCc3ccccc32)cc1C	-3%	16%	54%	4.6%	-4%
COc1ccc(Br)cc1S(=O)(=O)N1CCCC1	0%	5%	-2%	1.7%	1%
CN(CCCNC(=O)Cn1c(=O)c2cccn2c2ccccc21)Cc1ccccc1	8%	7%	-7%	i	-4%
CSc1sc(C(=O)N2CCCCC2)c(-c2cccs2)c1C#N	0%	2%	12%	0.7%	.
O=C(c1ccccc1)N1CCN(c2ccc(Cl)cc2)CC1	-15%	1%	32%	0.1%	-6%
Cn1c(=O)c(-c2ccccc2N)nc2ccccc21	-10%	1%	-7%	1.7%	0%
CC(=O)N(C)c1ccc(NC(=O)Nc2ccc(Cl)cc2)cc1	-6%	-2%	24%	8.0%	.
Cn1nnnc1SC(C(=O)Nc1ccc(F)cc1)c1ccccc1 (stereo not given)	-3%	-1%	7%	0.6%	-5%
CCC(C)C(NC(=O)OC(C)(C)C)C(=O)NC(C)C(N)=O (stereo not given)	1%	-5%	-12%	i	1%
